# Screening data (PubChem)
# LDHA block = blocks human lactate dehydrogenase A. activity change, % (values are at about 110 or 230 µM). AID 1347041. P00338. purified LDHA, NADH/diaphorase-resazurin fluorescence; active compounds read low. actives 0.15% (n = 480,000); in the data active means activity change below about -30%; inconclusive means mostly about -25% to -30%;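 further: plate controls were DMSO wells for no effect and wells without enzyme for full effect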
#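 Human LDH5 (2 nM) was incubated with 0.06 mM NADH and 0.2 mM pyruvate for 5 min at room temperature in Tris pH 7.4. Remaining NADH was coupled through diaphorase/resazurin, and resorufin fluorescence was read at 0 and 20 min.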
# Glioma ERSR ind = induces the endoplasmic reticulum stress response in human glioma cells | U87-MG GRP78 promoter luciferase reporter, 16 h | Potency, µM, for inactives: top-dose activation, actives largely listed as activators | actives 0.02% (n = 420,000); further: potency means the concentration at half of the fitted maximal effect; series mostly up to about 76 µM; % of control where 0% means no effect; nearly all actives have a fitted effect of over 35% in size
#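 ERSR induction read as luciferase luminescence (Bright-Glo, 10 min at room temperature) in stably transfected human U87-MG glioma cells exposed to compounds for 16 h, using GRP78 as sensor.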
# Vif-A3G inh = blocks the Vif interaction with human APOBEC3G | HeLa A3G-eYFP + Vif (tagged APOBEC3G with the HIV-1 protein that degrades it), YFP fluorescence, overnight | Potency, µM (top dose mostly 46.1 µM), for the others: at the top dose activity, negative = active, hits mostly inhibitors | actives 0.076% (n = 410,000) | Q9HC16;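 further: potency means the concentration at half of the fitted maximal effect; on the % scale 0 is the no-effect control and ±100 the full control effect; nearly all actives have a fitted effect of over 60% in size; hits raise eYFP signal because A3G escapes Vif-driven loss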
# Target sequence (Q9HC16 whole entry, looked up): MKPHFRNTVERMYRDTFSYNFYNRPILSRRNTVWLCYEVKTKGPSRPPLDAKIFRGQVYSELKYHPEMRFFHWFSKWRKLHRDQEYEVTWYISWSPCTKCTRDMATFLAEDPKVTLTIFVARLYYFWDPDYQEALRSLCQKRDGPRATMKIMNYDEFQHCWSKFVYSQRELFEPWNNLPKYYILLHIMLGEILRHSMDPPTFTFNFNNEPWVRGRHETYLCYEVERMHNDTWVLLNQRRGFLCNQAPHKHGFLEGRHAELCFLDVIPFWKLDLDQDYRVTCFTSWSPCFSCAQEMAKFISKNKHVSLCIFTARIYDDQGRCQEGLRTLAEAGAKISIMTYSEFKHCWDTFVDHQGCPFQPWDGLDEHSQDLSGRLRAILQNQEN
#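 Read-out is eYFP fluorescence (Ex 488/Em 500-530) from Vif-expressing HeLa A3G-eYFP cells; more signal means A3G escaped Vif-mediated degradation. Cells plated overnight, compound pinned in, incubated overnight at 37 deg C.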
# Starred values were filed as active, the others as inactive; ? = inconclusive; & = joins results of further samples. Unless noted, the call rests on the fitted dose curve; in most records, active means well fitted curve in the direction sought with a large enough effect; inconclusive means small, poorly fitted or top-dose-only effect, or another doubt; inactive means no such curve, though single readings can be large; an effect the other way counts as inactive or inconclusive.
Vif-A3G inh	Glioma ERSR ind	LDHA block	canonical_smiles
-3.9%	4.3%	-2.6	CCCS(=O)(=O)NC(=O)C1(C)CCN(C(=O)c2cc3ccccc3s2)C1 (stereo not drawn)
1.1%	3.9%	-12.8	COC(=O)N(C)C[C@H]1OCc2cn(nn2)CCCC(=O)N([C@@H](C)CO)C[C@@H]1C
2.3%	-3.5%	-2.4	CCCS(=O)(=O)NC(=O)C1(C)CCCN(C(=O)CSc2ccccc2)C1 (stereo not drawn)
-23.2%	-1.5%	-3.5	Clc1nc(NCc2ccco2)c2ccccc2n1
3.3%	5.4%	-6.0	COc1ccc(C(O)c2ncc(-c3ccc4ccccc4c3)[nH]2)cc1 (stereo not drawn)
0.4%	-4.0%	0.8	CCCNC(=O)C1(C)CCCN(Cc2cc(-c3ccccc3)nn2C)C1 (stereo not drawn)
1.5%	-0.5%	-0.5	Cc1cc2nc(NC(=O)C3(C)CCN3C(=O)C(C)C)[nH]c2cc1C (stereo not drawn)
0.9%	-6.4%	-4.6	COc1cccc(Nc2nc(C(C)N)cs2)n1 (stereo not drawn)
-11.5%	2.6%	-3.9	COc1ccc(Cl)c(-c2cc(C(=O)NCc3ccc(C(F)(F)F)cc3)[nH]n2)c1
-4.0%	-4.1%	-11.0	COc1ccc(NC(=O)C2Cc3c(-c4ccco4)ccnc3O2)cc1OC (stereo not drawn)
?	-3.1%	-7.0	CC(C)NC(=O)C1Cc2c(-c3ccccc3Oc3ccccc3)ccnc2O1 (stereo not drawn)
-4.6%	-1.9%	-3.2	CN(C)c1cccc(CNC(=O)c2csc([C@@H]3C[C@H](O)[C@@H](CO)O3)n2)c1
-4.7%	-6.3%	-0.1	CNc1cncc(-c2ccc(CN(C)C)cc2)n1
-10.1%	-2.6%	-5.4	N#Cc1nnn2c1nc(N)c1c(Cl)cccc12
-10.0%	-5.6%	0.0	OC(c1ccc(Cl)c(Cl)c1)c1ncc(-c2ccccc2C(F)(F)F)[nH]1 (stereo not drawn)
1.0%	-1.7%	-7.7	CC(C)C[C@@H](CN1CCC[C@@H]1CN1C(=S)NC[C@@H]1Cc1ccc(O)cc1)N1C[C@H](Cc2ccccc2)N(CCc2ccccc2)C1=S
1.4%	2.1%	12.3	CC(C)(C)c1ccc(Nc2n[nH]c3ccccc23)cc1
2.0%	-3.5%	-6.9	Cc1ccc(S(=O)(=O)N2CCN(c3nc(-c4ccc(CN5CCOCC5)s4)nc4ccccc34)CC2)cc1
0.2%	-3.7%	-1.3	CC1(C(=O)NS(=O)(=O)C2CC2)CCCN(C(=O)c2ccccc2OC(F)(F)F)C1 (stereo not drawn)
-1.9%	-3.5%	-4.7	CCCNC(=O)C1(C)CCCN(Cc2ccccc2-c2ccccc2)C1 (stereo not drawn)
-1.1%	-0.4%	5.0	CCc1nc2c(OCc3ccc(S(C)(=O)=O)cc3)cccn2c1N(C)C(=O)c1ccccc1F
-2.6%	1.8%	2.4	CCOC(=O)CC1(C)c2nc(NC(C)=O)sc2Cc2sc(NC(C)=O)nc21
-5.3%	2.5%	0.7	Cc1ccc(-c2nc3cc(C)c(Br)c(C)n3c2CC(C)(C)C)cc1
-3.5%	2.4%	-4.0	CN(C)Cc1csc(NC(=O)Nc2cccc(Cl)c2)n1
-22.0%	-4.6%	-14.7	O=S(=O)(Nc1ccc(C(O)(C(F)(F)F)C(F)(F)F)cc1)c1cccc2ccccc12
1.5%	-1.4%	2.4	COCCN1C[C@@H](CO)O[C@@H](n2cnc3c(NCc4ccncc4)ncnc32)C1
-5.2%	-1.2%	0.8	Cc1ccc(S(=O)(=O)n2c(N)nc3cc(C)c(C)cc32)cc1
-0.2%	-2.1%	-12.8	Cc1ccc(S(=O)(=O)NC(=O)C2(C)CCN2C(=O)C2(c3ccc(Cl)cc3)CC2)cc1 (stereo not drawn)
-2.0%	-1.8%	-7.4	CCc1nc2c(OCc3ccc(C(=O)OC)cc3)cccn2c1N(C)C(=O)CC(C)C
?	-2.6%	4.0	CCCc1nc2c(C)cc(Br)cn2c1Cc1ccccc1
-8.0%	7.5%	-0.6	CC1=C(C(=O)N(C(C)C)C(C)C)CC(CC(=O)NCc2cccs2)C(=O)N1Cc1ccc(C(C)(C)C)cc1 (stereo not drawn)
-4.3%	0.4%	-3.2	COc1cc(-c2cc3nc(NCCN(C)C)ccn3n2)cc(OC)c1OC
0.9%	-1.7%	-5.3	CC1(C(=O)NS(=O)(=O)c2cccc(F)c2)CCN1C(=O)c1ccco1 (stereo not drawn)
-0.3%	4.9%	2.9	CC(C)C(=O)N1CCC1(C)C(=O)Nc1cccc(Oc2ccccc2)c1 (stereo not drawn)
-0.7%	-1.1%	0.8	O=C1c2ccccc2C(c2nc3ccccc3[nH]2)N1c1ccccn1 (stereo not drawn)
-0.2%	0.8%	2.1	CNc1cnc(-c2ccc(O)c(OC)c2)cn1
3.5%	-2.5%	2.7	N#Cc1ccc(C(=O)N(Cc2ccco2)Cc2cccs2)cc1
-4.8%	0.1%	-6.8	CC(=O)Nc1cccc(Oc2nc(NCCN(C)C)nc3ccsc23)c1
0.6%	-4.5%	0.6	COc1cc(NC(=O)C2(C)CCCN2C)cc(OC)c1OC (stereo not drawn)
-0.3%	-1.1%	0.6	CC(C)N1CCC1(C)C(=O)Nc1ccc2scnc2c1 (stereo not drawn)

# Some of these compounds in order of SMILES length, lowest first.
Vif-A3G inh	Glioma ERSR ind	LDHA block	canonical_smiles
-0.7%	-1.1%	0.8	O=C1c2ccccc2C(c2nc3ccccc3[nH]2)N1c1ccccn1 (stereo not drawn)
0.9%	-1.7%	-5.3	CC1(C(=O)NS(=O)(=O)c2cccc(F)c2)CCN1C(=O)c1ccco1 (stereo not drawn)
1.5%	-1.4%	2.4	COCCN1C[C@@H](CO)O[C@@H](n2cnc3c(NCc4ccncc4)ncnc32)C1

# (listing goes on)
Vif-A3G inh	Glioma ERSR ind	LDHA block	canonical_smiles
?	-9.6%	-10.1	C(=NNc1ccc2ccccc2n1)c1ccccn1
-0.8%	-0.3%	3.3	CC1(C(=O)NC2CCCCC2)CCC(=O)N1CCOc1ccccc1 (stereo not drawn)
-2.5%	1.1%	2.5	Cn1c(=O)c2cc(NC(=S)NC3CCCCC3)ccc2n1C/C=C/c1ccccc1
-0.2%	-1.9%	-1.8	CC(C)CNc1ncnc2c1ncn2[C@H]1CN(Cc2ccc3c(c2)OCO3)C[C@@H](CO)O1
3.3%	?	-0.1	COc1ccc(N=c2nc(-c3ccccc3)n(-c3ccc(C)cc3)s2)cc1
-2.1%	-2.0%	-7.6	CCC(CO)Nc1ccn2nc(-c3ccccc3)cc2n1 (stereo not drawn)
3.6%	-11.6%	-17.8	NC(Cc1ccc(C(F)(F)F)cc1)c1csc(Nc2cc(Oc3ccccc3)ncn2)n1 (stereo not drawn)
0.5%	-2.5%	-1.0	CSc1ccc(CN2CCC2(C)C(=O)NCc2ccccc2Br)cc1 (stereo not drawn)
-15.9%	1.7%	1.6	COc1ccc(OC(F)(F)F)cc1CC1(C)C(=O)Nc2c(Cl)ccc(Cl)c21 (stereo not drawn)
-4.5%	-5.4%	-16.3	NC(c1ccccc1)c1csc(NC(=O)NCC2CCCCC2)n1 (stereo not drawn)
-14.8%	5.0%	-8.9	CC(=O)Nc1cc(-c2ccccc2)cn2c(-c3ccc(F)cc3)cnc12
-1.8%	0.2%	-0.9	Cc1ccc([C@@H]2CC(=O)[C@@H]3CN(S(=O)(=O)c4ccc(C)cc4)[C@H](c4ccccc4F)C[C@@H]3N2S(=O)(=O)c2ccc(C)cc2)cc1
2.2%	-5.4%	2.1	Cc1ccc(S(=O)(=O)N2C[C@H]3[C@H]4C(=O)N(C)C(=O)[C@H]4CC(=O)[C@H]3[C@@H]2c2ccccc2F)cc1
-9.1%	-4.6%	-9.7	Cc1ccc(CNc2ncnc3ccc(-c4ccoc4C)cc23)o1
-3.4%	0.2%	-4.0	COc1ccc2c(CN(C)Cc3ccccc3)cc(=O)oc2c1
-2.9%	-4.9%	-0.8	O=C(O)CC(CC(=O)O)c1ccc2c(c1)OCO2
-2.4%	-5.2%	0.6	CC1(C(=O)NCC2CC2)CCN1C(=O)C1(c2ccc(Cl)cc2)CC1 (stereo not drawn)
-0.3%	-1.3%	-7.6	CC(=O)Nc1ccc(CN(C)c2c(C)nc3ccc(C(=O)N(C)Cc4ccccc4)cn23)cc1
1.5%	-3.0%	-2.1	CC(N)c1csc(Nc2ncccn2)n1 (stereo not drawn)
1.1%	-1.8%	1.0	CCCSc1ncc(Cl)c(C(=O)Nc2sc3c(c2C(=O)NCCCOC)CCCC3)n1
-0.1%	-2.9%	-1.4	COc1ccccc1-c1cnc(C(O)c2c(C)cccc2C)[nH]1 (stereo not drawn)
0.3%	-5.8%	-7.6	O=C(Nc1ccc(F)c(Cl)c1)C1Cc2c(-c3ccccc3Oc3ccccc3)ccnc2O1 (stereo not drawn)
-3.2%	-1.3%	-8.1	CCOC(=O)C1(C)CCCN1C(=O)c1ccc(OC)c(F)c1 (stereo not drawn)
-8.5%	-1.9%	18.7	CCc1nc2c(OCC(=O)c3ccc(Cl)cc3Cl)cccn2c1N(C=O)Cc1ccc(OC)cc1
-19.9%	-5.5%	5.9	COc1ccc(/C=C/c2cc[n+](C)c3ccccc23)cc1OC
-14.5%	2.8%	-0.5	COC(=O)c1ccc2nc(-c3ccc(Cl)cc3)c(Cc3ccccc3OC)n2c1
-5.2%	-6.8%	-1.9	CC(O)(c1cccc(F)c1)c1nc(-c2cc(F)cc(F)c2)cs1 (stereo not drawn)
1.1%	5.5%	-3.0	OCc1cccc(-c2csc(C(O)c3ccccc3)n2)c1 (stereo not drawn)
-1.6%	5.7%	-4.3	CC(C)OC(=O)c1ccc2ccc(-c3ccccc3)nc2c1
-4.3%	-5.0%	-2.8	Cc1cc2oc(=O)cc(CN3CCCCCCC3)c2cc1Cl
2.0%	-5.7%	-5.2	CC1(C(=O)NS(=O)(=O)c2ccc(Cl)cc2)CCN1C(=O)Cc1cccc2ccccc12 (stereo not drawn)
-3.0%	-6.6%	-13.8	Cc1ccccc1S(=O)(=O)NC(=O)C1(C)CCN1C(=O)Cc1ccc(C(C)(C)C)cc1 (stereo not drawn)
?	6.2%	-3.6	COc1ccc(F)cc1-c1cc(NC=O)c2ncc(-c3cccc(C(F)(F)F)c3)n2c1
-14.1%	0.8%	-3.8	CCc1nc2c(OCc3cc(Cl)cc(Cl)c3)cccn2c1N(C)C(=O)c1ccc(OC)cc1
0.2%	0.9%	-5.9	c1cnn2c(-c3ccc4c(c3)CCO4)cnc2c1
-5.6%	3.9%	-3.9	COC(=O)c1ccc2nc(-c3cccc(Cl)c3)c(Cc3ccsc3)n2c1
-1.7%	-2.6%	-8.3	O=C(Nc1ccccc1F)c1csc([C@@H]2C[C@H](O)[C@@H](CO)O2)n1
-2.8%	-1.2%	-5.6	COc1ccc(C(O)c2ncc(-c3ccccc3Cl)[nH]2)cc1F (stereo not drawn)
1.8%	-0.8%	-12.3	O=C(CC[C@H]1O[C@@H](n2ccc(=O)[nH]c2=O)[C@H](O)[C@@H]1O)N[C@H](Cc1ccccc1)C(=O)NCc1ccco1
2.3%	-2.2%	-4.1	CCCCN1CCCCC1(C)C(=O)NCc1cccs1 (stereo not drawn)

# Three entries from above, as tab-separated lines.
Compound	Vif-A3G inh	Glioma ERSR ind	LDHA block
N#Cc1nnn2c1nc(N)c1c(Cl)cccc12	-10.1%	-2.6%	-5.4
CCCS(=O)(=O)NC(=O)C1(C)CCCN(C(=O)CSc2ccccc2)C1 (stereo not drawn)	2.3%	-3.5%	-2.4
CC(C)NC(=O)C1Cc2c(-c3ccccc3Oc3ccccc3)ccnc2O1 (stereo not drawn)	?	-3.1%	-7.0

# (next part)
Vif-A3G inh	Glioma ERSR ind	LDHA block	canonical_smiles
?	-0.5%	-7.4	O=C(c1ccco1)N1CCN(C(=O)c2[nH]c(C(F)(F)F)nc2-c2ccccc2)CC1
-2.0%	-2.4%	-6.8	CN1CCN(c2ncnc3c2ncn3[C@H]2CN(Cc3ccncc3)C[C@@H](CO)O2)CC1
2.5%	-3.0%&-3.0%	-2.0	Nc1ncnc2c1nc(Br)n2C1CC(O)C(CO)O1 (stereo not drawn)
?	-6.1%	-7.4	COc1cc(OC)c(/C=C/c2ccc3ccccc3[n+]2C)c(OC)c1
?	-10.7%	-2.9	CCCCCCCCCC[n+]1ccc(/C=C/c2ccc(N(C)C)cc2)c2ccccc21
-2.3%	-2.3%	-3.1	OC(c1ccc(Cl)c(F)c1)c1ncc(-c2cccc(F)c2)[nH]1 (stereo not drawn)
-2.5%	-0.4%	-10.3	CNc1c(Cl)cc(C=O)cc1Cl
-0.8%	-5.0%	2.3	CN(C)CCN1CCN([C@H]2CS(=O)(=O)N[C@@H]2COCc2ccccc2)CC1

# Not all compounds are listed. The share of hits here may be higher or lower than overall.
